D3 antag – D3 dopamine receptor (human) antagonism. D3R cells, DiscoveRx beta-arrestin luminescence, antagonist mode; hits give low values. P35462. AID 652054. hit rate 2.5% among 360,000. max response, negative = inhibition, %; in the data active = max response below about -50%; inconclusive = no clear call, values can overlap the other calls; also: % is scaled to controls: 0 for no effect and ±100 for the full control effect; mostly tested at two doses, the higher about 12 µM
Target sequence (P35462 whole entry, looked up): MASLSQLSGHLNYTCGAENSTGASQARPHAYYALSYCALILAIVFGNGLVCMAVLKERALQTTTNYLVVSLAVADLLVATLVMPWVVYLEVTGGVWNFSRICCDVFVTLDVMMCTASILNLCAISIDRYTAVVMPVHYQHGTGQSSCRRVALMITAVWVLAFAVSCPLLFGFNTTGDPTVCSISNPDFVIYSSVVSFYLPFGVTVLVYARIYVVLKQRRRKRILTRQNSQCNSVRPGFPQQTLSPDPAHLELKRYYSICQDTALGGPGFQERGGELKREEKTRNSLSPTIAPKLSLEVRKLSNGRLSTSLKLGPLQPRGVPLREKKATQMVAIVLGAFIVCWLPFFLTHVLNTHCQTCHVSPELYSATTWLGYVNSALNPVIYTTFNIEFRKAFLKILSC
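Cells plated overnight at 1500 cells/well, then exposed to library compounds with dopamine controls for 90 minutes at 37 degrees C. DiscoveRx reagent added for 30–60 minutes at room temperature; luminescence read, quantitative HTS format.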
TDP-43 yeast inh – rescues yeast growth from TDP-43 toxicity; hit rate 1.8% among 410,000; TDP-43 expressing yeast growth rescue, BacTiter-Glo, 24 h; AID 652104; Potency, µM (titrated, usually from 46.1 µM), for inactives: at the top dose growth rescue (activation), actives largely listed as activators; also: potency is read from the fitted curve at half-maximal effect; % of control where 0% means no effect; nearly all actives have a fitted effect of over 50% in size
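Luminescence from BacTiter-Glo reports growth of TDP-43-expressing yeast after 24 hr at 30 deg C with compound. Cells were raffinose-pregrown to mid-log, then seeded in galactose medium at OD600=0.02.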
EPAC2 ag – activates human EPAC2 exchange factor | Q8WZA2 | EPAC2 activation, biochemical qHTS; response scale: 100% = 6.5 mM cAMP response | Potency, µM (top dose mostly 154 µM), for the others: top-dose activation, most hits filed as activators | hit rate 0.079% among 360,000 | AID 720711; also: potency is read from the fitted curve at half-maximal effect; nearly all actives have a fitted effect of over 50% in size
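Guanine nucleotide exchange by EPAC2 is measured as reduced fluorescence of BODIPY-GDP once it is released from 250 nM Rap1B. Plates are read kinetically for 30 min at room temperature; results are scaled to 6.5 mM cAMP.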
aSyn rescue – alpha-synuclein toxicity inhibition in yeast. Yeast expressing alpha-synuclein, growth rescue, BacTiter-Glo, 24 h. Potency, µM (series often up to 46.1 µM), without a hit: top-dose growth rescue (activation), actives largely listed as activators. hit rate 0.14% among 370,000; also: potency is read from the fitted curve at half-maximal effect; % of control where 0% means no effect; nearly all actives have a fitted effect of over 65% in size
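Rescue of yeast growth: cells expressing toxic alpha-synuclein, induced in galactose at OD600 0.02, incubated with compound 24 h at 30 C. ATP luminescence quantified growth; inhibitors of toxicity appear as activators.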
D3 ag – activates the human D3 dopamine receptor | D3R DiscoveRx beta-arrestin cells, luminescence, 90 min | max activation, % | hit rate 0.58% among 410,000; in the data active = max activation above about 30%; also: 0% is about no effect; mostly tested at two doses, the higher about 12 µM
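Agonist mode: compounds and dopamine controls were applied to plated cells for 90 min at 37 degrees C after an overnight attachment at 1500 cells/well. Luminescent read-out followed 30 - 60 minutes at room temperature with DiscoveRx detection reagent.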
FUS yeast rescue – suppressors of FUS proteinopathy in yeast. Potency, µM (doses to about 76.6 µM), inactives show at the top dose growth rescue (activation), usual class: activators. AID 1347120. hit rate 0.24% among 390,000. S. cerevisiae FUS-expressing, growth rescue, OD600, 24 h;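 also: potency is read from the fitted curve at half-maximal effect; plate controls were DMSO vehicle for no effect and reference control for full effect; nearly all actives have a fitted effect of over 55% in size; some results filed as inactive show a strong effect at the top dose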
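S. cerevisiae expressing FUS from galactose induction served as the toxicity model. Growth after 24hr at 30C, read as absorbance at 600 nm, indicates suppression of toxicity; compounds dosed at several concentrations.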
Abeta yeast res – A-beta toxicity reversal in yeast; yeast expressing A-beta42, growth rescue, OD600, 48 h; response scale: 0% DMSO, 100% iron-clioquinol control; Potency, µM (doses to about 46.1 µM), for inactives: top-dose growth rescue, hits mostly activators; hit rate 0.063% among 410,000; also: potency is read from the fitted curve at half-maximal effect; nearly all actives have a fitted effect of over 55% in size
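Yeast growth medium received pinned compounds, then yeast cells expressing toxic A-beta were added; plates incubated at 30 C for 48 hr. Growth read as absorbance at 600 nm, normalized to DMSO and equimolar FeCl3 plus clioquinol controls.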
EPAC2 antagonist – antagonists of human EPAC2. Q8WZA2. EPAC2 GEF exchange of Rap1B-BODIPY-GDP, fluorescence. Potency, µM (doses to about 114 µM), for inactives: at the top dose activity, negative = inhibition, actives largely listed as inhibitors. hit rate 0.18% among 360,000. AID 720708; also: potency is read from the fitted curve at half-maximal effect; % is scaled to controls: 0 for no effect and ±100 for the full control effect; nearly all actives have a fitted effect of over 45% in size; many of its hits are not listed in these tables
Starred values were filed as active, the others as inactive; ? = inconclusive; . = not tested or not shown; [ ] = remark or other dose. Unless noted, calls follow the shape of the dose curve; as a rule, active = well fitted curve in the direction sought with a large enough effect; inconclusive = small, poorly fitted or top-dose-only effect, or another doubt; inactive = no such curve, though single readings can be large; an effect the other way counts as inactive or inconclusive. Some of the compounds tested. The share of hits here may be higher or lower than overall.

The line under a structure holds: aSyn rescue, EPAC2 ag, EPAC2 antagonist, D3 ag, D3 antag, Abeta yeast res, FUS yeast rescue, TDP-43 yeast inh
CCC(=O)c1c[nH]c(C(=O)NCc2cccnc2)c1
  -5%, -1%, 1%, -10, -22, -10%, 20%, -12%
Cc1ccc(NC(=O)Cn2c(=O)nc(-c3ccccc3F)c3cc(Cl)ccc32)c(Br)c1
  ., ., ., -8, ., -1%, -14%, 15%
CC(C)CN1CCN(CCCc2ccccc2)C(CCO)C1 (stereo not given)
  1%, -3%, 4%, -3, -4, 0%, -11%, 14%
Cc1ccc(C)c(NC(=O)N(C)CCc2c(C)nn(C)c2C)c1
  ., ., ., 8, ., -11%, 7%, 14%
Cc1cc(C)cc(NC(=S)N2CCN(CCO)CC2)c1
  1%, 5%, -2%, -7, -3, 1%, ., -18%
Cc1ccc(-n2c(=O)c3c4c(sc3n(CC(=O)c3ccc(Cl)cc3)c2=O)CCC4)cc1C
  ., ., ., -18, ., -14%, 14%, 5%
Cn1c(Cn2c(=O)sc3ccccc32)nnc1SCC(=O)NC1CCCC1
  5%, 9%, -4%, -3, -8, -8%, -19%, 4%
CC(C)CN1C(=O)C(=O)N(CC(=O)Nc2cccc(Cl)c2Cl)C1=O
  -7%, 1%, -6%, 3, -24, -9%, -1%, 21%
Cc1ccc(Cn2c(CCC(=O)O)nc3ncccc3c2=O)cc1
  1%, 17%, 16%, -15, -3, -13%, 19%, -17%
CCn1c(-c2ccccc2Cl)nn(CC(=O)NCCc2ccccc2)c1=S
  -3%, -9%, 3%, 5, 0, 6%, ., 8%
CCOC(=O)c1ccccc1NC(=O)NCc1c(-n2cccc2)sc2c1CCCC2
  ., ., ., -2, ., -14%, -2%, 8%[9.22 µM]
O=C(NC1CCCN(Cc2ccccc2F)C1)c1cccs1 (stereo not given)
  0%, 5%, -14%, -4, -7, -1%, -11%, 10%
O=C(c1ccc(F)cc1)N1CCC(c2nc(-c3ccc(S(=O)(=O)N4CCCC4)cc3)no2)CC1
  ., ., ., 5, ., -7%, 18%, 14%
O=C(Nc1ccccc1F)Nc1ccccc1Br
  -12%, 17%, 8%[57.1 µM], -3, -9, -20%, -13%, -13%
COc1ccc(Cl)cc1N(C)C(=O)Cn1cnc2sc(C)c(S(=O)(=O)N3CCN(c4ncccn4)CC3)c2c1=O
  ., ., ., 8, ., 11%, ?, 22%
O=C(NCc1ccco1)c1ccc2c(c1)N(Cc1ccc(Cl)cc1)C(=O)c1ccccc1S2=O (stereo not given)
  ., ., ., -12, ., -3%, ?, -7%
O=C(NCc1ccco1)c1cnccn1
  -8%, 16%, -4%, 0, -24, -14%, 20%, -15%
CCCCNC(=O)CCc1c(C)nc2nc(-c3cc(OC)cc(OC)c3)nn2c1C
  -10%, -4%, 3%, 11, -3, -15%, 10%, -5%
Cc1nn(C)cc1S(=O)(=O)N1CCN(Cc2ccccc2Cl)CC1
  1%, -7%, -5%, 3, 5, 3%, 5%, 11%
COc1cc(/C=C2\CCc3c2nc2ccccc2c3C(=O)O)cc(OC)c1OC
  0%, -5%, -1%, 5, 0, 0%, 18%, 3%
CCOc1ccccc1N(C)C(=O)c1sc2nc3n(c(=O)c2c1C)CCCC3
  ., ., ., 6, ., 3%, 10%, 12%
CCOC(=O)CSc1nc2c([nH]c3ccccc32)c(=O)n1-c1ccc(OC)cc1
  ., ., ., -18, ., -13%, -8%, -5%
CNC(=O)c1c(NC(=O)c2ccc(S(=O)(=O)N3CCCCC3)cc2)sc2c1CCC2
  ., ., ., -17, ., -9%, 32%, -10%
COc1cc(NS(=O)(=O)c2ccc(NC(C)=O)cc2)nc(OC)n1
  -1%, 2%, 9%, 6, 23, -4%, -7%, -24%
C=CCNc1cc(F)ccc1S(=O)(=O)NCC=C
  -1%, 8%, ?, 17, 20, 21%, -21%, ?
COc1cc(C)c(NC(=O)c2cc(C3CC3)nc3c2cnn3C(C)C)cc1OC
  5%[1.84 µM], 17%, -26%, 1, 0, -3%, ?, ?
COc1ccc(NC(=O)CN2CCCCCC2)cc1OC
  ?, 12%, 12%, -8, ?, -3%, -10%, -10%
O=C(Nc1ccc(Oc2cccnc2)cc1)C1CCN(Cc2ccccc2F)CC1
  3%, -5%, 0%, -5, 7, 6%, ., 15%
CCC(=O)Nc1ccc(N2CCN(Cc3ccccc3)CC2)cc1
  -3%, 9%, -9%, -14, ?, 8%, ?, -13%
CC(C)(C)C(=O)O/N=C(\N)c1ccc(Oc2cc(Cl)cc(Cl)c2)c([N+](=O)[O-])c1
  4%, 6%, -2%, 7, 0, 5%, -9%, -5%
CCSc1nnc2n(-c3ccc(OC)cc3)c(=O)c3c4c(sc3n12)CCCC4
  2%, 7%, 17%, 0, ?, 5%, 13%, 5%
COc1ccc(C(=O)NCCN2CCCC2)cc1
  0%, 8%, -4%, -11, -54*, 15%, -6%, 5%
CC(C)Cn1c(SC(C)C(=O)NC2CC2)nnc1-c1ccccc1F (stereo not given)
  13%, 0%, -4%, 1, 6, -9%, -9%, 0%
Cc1cc(C(=O)COC(=O)c2ccc[nH]c2=O)c(C)n1CCc1ccc(F)cc1
  8%, 13%, 3%, -3, -7, 9%, 27%, 15%
O=C(NC(=S)Nc1cccc(Cl)c1N1CCCC1)c1ccc(-c2cccc([N+](=O)[O-])c2)o1
  2%, 5%, -5%, 1, -23, 14%, ?, -4%
CCCCC(CCC(=O)O)(C(=O)OCC)c1csc(Nc2ccc(C)cc2)n1 (stereo not given)
  -5%, -21%, -10%, 4, -1, -2%, 41%, 1%[9.22 µM]
Cc1ccc(CN2CCc3nc(N4CCN(c5ncccn5)CC4)ncc3C2)cc1
  ., ., ., -15, ., -5%, 42%, -15%
C=CCNC(=O)c1ccc(Cn2c(=S)[nH]c3cc4c(cc3c2=O)OCO4)cc1
  -2%, 12%, -5%, -16, -1, 5%, 24%, -20%
Cc1ccc(Nc2ccc(-n3ccnc3)nn2)cc1C
  -15%, 4%, 5%[57.1 µM], -15, -7, -7%, 11%, -29%
NS(=O)(=O)c1ccc(-c2c(-c3ccccc3)sc3ccccc23)cc1
  0%, -11%, 2%, -3, ?, 1%, -28%, 12%
O=C(O)CCN(Cc1ccccc1)S(=O)(=O)c1c(Cl)cccc1Cl
  17%, 9%, 2%, -1, -7, 24%, 1%, 9%
CN(c1nc2nonc2nc1NC1CC1)C1CCOC1 (stereo not given)
  5%, -3%, 2%, -1, -23, -2%, 15%, -14%
O=C(N/N=C/c1ccncc1)c1cc(C2CC2)nc2ccccc12
  2%, 3%, 4%, 12, 18, 0%, 14%, 2%
CCCn1c(N)c(N2CCCCC2)c(=O)n(CC(=O)Nc2ccccc2)c1=O
  1%, -3%, -2%, 1, -21, -3%, 11%, -6%
Nc1nc(-c2ccccc2)cs1
  -12%, 7%, 5%, -2, 7, -1%, -21%, -9%
C/C(=N/OC(=O)c1ccc(Cl)cc1Cl)c1oc(C)nc1C
  7%, -2%, 5%, 9, 2, -13%, 6%, 1%
C#CCOCCOCCOCCNc1nc(N2CCN(C(=O)[C@H](CCCN=C(N)N)n3cc(C(N)[C@@H](C)CC)nn3)CC2)nc(N2CCN(C(=O)[C@H](CC(N)=O)n3cc([C@@H](N)C(C)C)nn3)CC2)n1 (stereo not given in full)
  0%, 11%, 9%, 12, 39, -5%, -13%, 10%
O=C(Nc1cscc1S(=O)(=O)c1ccccc1)c1ccccc1Cl
  5%, 7%, -27%, -1, 13, -24%, -1%, ?
Cc1cc(C)cc(NC(=O)c2cc(C)nn2C)c1
  2%, 3%, 3%, 12, -16, 23%, 8%, 0%
Cc1ccccc1OCCNC(=O)c1ccc2ccccc2n1
  1%, 2%, -8%, 8, 15, -2%, 25%, -3%
COc1ccc(CNC/C=C/c2ccccc2)cc1
  0%, 6%, 3%, -5, -80*, -13%, -6%, -10%
COc1ccc(Cn2c(CNC(=O)Cc3ccc(OC)c(OC)c3)nc3cccnc32)cc1
  ., ., ., -11, ., -14%, 2%, 4%
COc1ccc(C(=O)Nc2cccc(/C(C)=N/NC(=O)c3ccc([N+](=O)[O-])cc3)c2)cc1OC
  -1%, 3%, -6%, 6, 8, 1%, 23%, -5%
CCOC(=O)CSc1nc2sc3c(c2c(=O)n1Cc1ccccc1)CCC(C(C)(C)C)C3 (stereo not given)
  ., ., ., -1, ., -7%, 10%, 13%
COc1ccc(C)cc1NC(=O)C1CCCCC1C(=O)O (stereo not given)
  0%, -11%, 23%, 0, 11, -5%, 1%, 12%
O=C(CNC(=O)c1cc(=O)[nH]c2ccccc12)Nc1ccc(F)c(F)c1
  0%, 5%, -19%, 14, 8, 8%, -20%, 14%
COc1ccnc(Oc2ccc(C)cc2C)c1C#N
  -1%, -4%, -15%, -8, -29, -18%, 6%, -6%
O=C(COC(=O)/C=C/c1ccccc1F)Nc1nnc(-c2ccccc2)o1
  6%, -10%, 10%, 13, 8, 29%, 26%, 6%
Cc1ccc(NC(=O)CN(C)C(=O)c2ccc3[nH]c4c(c3c2)CC(C)CC4)cc1 (stereo not given)
  ?, 2%, -12%, -12, 2, 7%, ., 28%
Cc1ccc(C(=O)NC(=S)Nc2ccc(NC(=O)c3cccs3)cc2)cc1[N+](=O)[O-]
  4%, 10%, 6%, -2, -7, ?, -9%, 24%

(list continues)
The line under a structure holds: aSyn rescue, EPAC2 ag, EPAC2 antagonist, D3 ag, D3 antag, Abeta yeast res, FUS yeast rescue, TDP-43 yeast inh
O=C(NC1CCN(Cc2ccccc2)CC1)c1ccccc1NS(=O)(=O)c1ccc(F)cc1
  2%, 5%, -7%, -10, -12, 3%, 8%, -4%
S=c1nc2ccccc2c2nc(-c3ccccc3Cl)[nH]n12
  -1%, 7%, 4%, -2, -15, -1%, -12%, ?
C=CCn1c(SCC(=O)Nc2nccs2)nnc1-c1ccco1
  1%, 0%, -5%, 4, -9, 14%, 20%, 16%
CCCCOc1ccc(-c2nnc(-c3ccco3)o2)cc1
  0%, 1%, -1%, 2, 6, 10%, 12%, ?
CC(C)CC(=O)Nc1ccc(C(=O)NN2C(=O)c3ccccc3C2=O)cc1
  2%, -6%, 3%, -2, 2, -13%, -16%, 20%
CCN(CCCn1c(=S)[nH]c2ccc(N3CCOCC3)cc2c1=O)c1ccccc1
  -4%, -2%, 0%, -1, -21, -6%, 26%, 13%
Cn1nc(C(F)(F)F)c(C(=O)Nc2ccc(F)cc2F)c1Sc1ccc(C(F)(F)F)cc1
  0%, 0%, -1%, -50, 13, -1%, 5%, 0%
